Compound activity as filed in PubChem BioAssay.
HSP90 refold inh – HSP90 inhibitors, primary screen, cell lysate, luminescence; hit rate 0.91% among 290,000; inhibition, % at 5.6 µM; AID 1789, 2009; Rabbit reticulocyte lysate, luciferase refolding luminescence, 3 h;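 active = inhibition above the screen-wide mean plus 3 SD, computed separately per campaign, cut at about 16% in these data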;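 also: 0% = DMSO wells and 100% = 60 µM geldanamycin wells; inhibitors lower the luminescence because luciferase stays unfolded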
KLF5 inh – KLF5 expression inhibitors, primary screen, DLD-1 cells, luminescence; DLD-1 KLF5 promoter-luciferase reporter; inhibition, % at 5 µM; hit rate 0.23% among 290,000; AID 1700, 2009;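 active = inhibition above a per-plate limit of that plate's mean compound inhibition plus 3 SD, cut at about 60% in these data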;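 also: 0% = DMSO wells and 100% = LY294002 at 200 µM; higher means less KLF5 promoter-driven luciferase light; inactives centre near -14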
SKKanGAS inh – S. pyogenes SKKanGAS growth inhibitors in kanamycin, primary screen, streptokinase expression inhibitor project, SKKanGAS strain, BacTiter-Glo luminescence; 6 h; inhibition, % at 7.5 µM; hit rate 1.3% among 300,000;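 active = mean replicate score, as percent of positive control median, at least 50; inconclusive = mean below 50 but one replicate at or above 50; inactive = mean and every replicate below 50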;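 also: strain carries kanamycin resistance gene driven by streptokinase promoter and grows in 40 µg/ml kanamycin; loss of luminescence reflects streptokinase promoter inhibition or plain growth inhibition; 0% = median of DMSO wells and 100% = positive control at its reference dose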
HIF act – HIF pathway transcriptional activators, primary screen, cell-based, U2OS HRE-luciferase, luminescence; U2OS HRE-luciferase reporter; normalized: DMSO 0%, desferrioxamine 100%; activation, % at 7.5 µM (by protocol); hit rate 0.32% among 300,000; AID 1910, 2009;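 active = mean activation of at least 10% of the iron chelator positive control signal, with at least half of replicates also reaching 10%; inconclusive = mean and replicate majority disagree about reaching 10%; inactive = mean and most replicates under 10%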
aSyn UTR inh – MLPCN primary screen, SNCA 5' untranslated region; alpha-synuclein 5'UTR reporter, inhibitor activity; AID 1813, 2009; inhibition, % (tested at 7.5 µM); hit rate 0.82% among 300,000; in the data active = inhibition above about 60%; inconclusive = no clear call, values can overlap the other calls;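 also: H4 neuroglioblastoma cells stably carrying SNCA 5'UTR luciferase fusion; 0% = DMSO wells and 100% = positive control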
AI-2 QS modul – Vibrio harveyi AI-2 quorum sensing modulators, primary screen, JMH597 strain, luminescence/OD600 ratio | activity change, % at 7.5 µM | hit rate 0.4% among 300,000 | Vibrio harveyi JMH597 AI-2 luminescence/OD600 ratio, 9 h; active compounds read low; strain lacks LuxN and CqsS sensors; 0 = neutral-control median; in the data active = activity change below about -75%, passing the limit was not always enough; inconclusive = no clear call, values can overlap the other calls;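 also: luminescence divided by OD600 gain over 9 h not by final OD600 alone; inactives centre near 13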
HSF1 inhib – HSF1 inhibitors in luciferase reporter cells, primary screen, cell-based, NIH3T3, luminescence; NIH3T3-HGL HSE-luciferase, MG132-induced, luminescence 8 h; active compounds read low; hit rate 0.77% among 300,000; activity change, negative = inhibition, % at 7.5 µM (by protocol);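 active = more than half of replicate wells show activity change below -50%, luminescence cut by over half; inconclusive = some wells, but at most half, below -50%; inactive = no replicate well below -50%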;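 also: luciferase reports HSF-1 transcriptional activity via heat shock element; 0% = median of DMSO wells and -100% = zero luminescence signal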
HSF-1 act – HSF-1 activators, primary screen, NIH3T3-HGL cells, MG132 stress, luminescence, single point | NIH3T3-HGL HSF-1 luciferase reporter, 8 h; 100% = twice DMSO control signal | activation, % at 9 µM | hit rate 1.7% among 300,000 | AID 504408, 2011;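 active = mean replicate activation of at least 50% with a set share of replicates each reaching 50%; inconclusive = only one of those two conditions met; inactive = mean below 50% and too few replicates reaching it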;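 also: 0% = median of the neutral control wells and 100% = twice that signal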
Platelet DG rel – inhibitors of platelet dense granule secretion, primary screen, cell-based, MLPCN, human platelets. inhibition, %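 (compounds screened at 7.5 µM in platelet-rich plasma)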. human platelet-rich plasma, SFLLRN dense granule ATP release, luminescence. hit rate 0.22% among 300,000;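 active = mean replicate score, as percent of positive control, at or above 50; inconclusive = mean below 50 but at least one replicate at or above 50; inactive = mean and every replicate below 50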
IEC-6 tox – cytotoxicity in IEC-6 intestinal epithelial cells, primary screen, cytotoxicity control for KLF5 inhibitor project, cell-based, luminescence | IEC-6 cytotoxicity, luminescence viability | AID 1825, 2009 | hit rate 0.78% among 290,000 | inhibition, % at 5 µM; in the data active = inhibition above about 22%;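 also: 0% = plate median of test compound wells and 100% = cytotoxic reference compound wells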
Numbers without * were called inactive; ? = inconclusive; . = not tested or not shown. An unsorted share of the library. About 6% of those tested had a hit in this group.

The opening seven records as a preview:
SMILES	HSP90 refold inh	KLF5 inh	SKKanGAS inh	HIF act	aSyn UTR inh	AI-2 QS modul	HSF1 inhib	HSF-1 act	Platelet DG rel	IEC-6 tox
COC(=O)c1ccc(Cl)c(NC(=O)CN2CCC(C)CC2)c1	4	-38	-5	0.4	-25	1	-4	2	10	-3
COc1cccc(NC(=O)C2CCC(CNS(=O)(=O)c3cccc4cccnc34)CC2)c1 (stereo not given)	-2	-31	4	0.1	-13	3	-2	-6	1	-3
CCN(CC)S(=O)(=O)c1ccc(NN=C2CCN(C)CC2)c([N+](=O)[O-])c1	4	-17	7	-0.9	-8	-4	3	30	-4	-5
Cc1ccc2cc(-c3noc(C4CCCO4)n3)c(=O)[nH]c2c1 (stereo not given)	-2	-24	0	1.2	-47	16	11	26	-18	-5
COc1ccc(-c2cn[nH]c2-c2ccc(OCc3ccc(F)cc3)cc2O)cc1OC	-2	-3	31	-0.7	8	-7	12	13	-1	2
O=[N+]([O-])c1ccc(N/N=C/c2ccc(O)c(O)c2O)c(S(=O)(=O)N2CCOCC2)c1	-2	1	-22	-0.5	12	16	-2	23	3	-10
CCn1nccc1C(=O)Nc1ccc(Cl)cc1Cl	-2	-9	1	0.4	-7	31	7	14	0	3

Main list, repeating the preview:
SMILES	HSP90 refold inh	KLF5 inh	SKKanGAS inh	HIF act	aSyn UTR inh	AI-2 QS modul	HSF1 inhib	HSF-1 act	Platelet DG rel	IEC-6 tox
COC(=O)c1ccc(Cl)c(NC(=O)CN2CCC(C)CC2)c1	4	-38	-5	0.4	-25	1	-4	2	10	-3
COc1cccc(NC(=O)C2CCC(CNS(=O)(=O)c3cccc4cccnc34)CC2)c1 (stereo not given)	-2	-31	4	0.1	-13	3	-2	-6	1	-3
CCN(CC)S(=O)(=O)c1ccc(NN=C2CCN(C)CC2)c([N+](=O)[O-])c1	4	-17	7	-0.9	-8	-4	3	30	-4	-5
Cc1ccc2cc(-c3noc(C4CCCO4)n3)c(=O)[nH]c2c1 (stereo not given)	-2	-24	0	1.2	-47	16	11	26	-18	-5
COc1ccc(-c2cn[nH]c2-c2ccc(OCc3ccc(F)cc3)cc2O)cc1OC	-2	-3	31	-0.7	8	-7	12	13	-1	2
O=[N+]([O-])c1ccc(N/N=C/c2ccc(O)c(O)c2O)c(S(=O)(=O)N2CCOCC2)c1	-2	1	-22	-0.5	12	16	-2	23	3	-10
CCn1nccc1C(=O)Nc1ccc(Cl)cc1Cl	-2	-9	1	0.4	-7	31	7	14	0	3
COC(=O)c1ccc(NN=Nc2ccc(C)cc2)cc1	14	-49	4	1.3	-173	11	-29	-30	15	14
CCOc1ccc(C(=O)Nc2ccc(N3CCN(C)CC3)cc2)cc1[N+](=O)[O-]	1	-27	1	0.5	1	21	-9	-9	-3	-2
CCOC(=O)c1ccc(NC(=O)c2ccc(NC(=O)C3CCCO3)cc2)cc1 (stereo not given)	-2	-28	-2	-0.2	-34	6	12	30	2	14
COc1ccc(Oc2nc(-c3ccccc3)ncc2S(=O)(=O)c2ccccc2)cc1	-1	11	6	0.0	25	-4	-6	-9	?	-10
CCOC(=O)c1nn(-c2ccccc2F)c2nc(Nc3ccccc3)cc(=O)n12	1	-19	15	.	13	13	-4	12	-9	-1
COc1cc(OC)c(S(=O)(=O)NC(C)C)cc1C(=O)O	4	12	4	-0.3	0	-1	3	-1	3	3
CN1CCN(c2ccc(C(F)(F)F)cc2NC(=O)Nc2ccccc2)CC1	4	-43	13	-0.1	17	-7	-6	-1	2	20
O=c1[nH]cccc1-c1nc2cc(Cl)ccc2n1Cc1ccccc1	-5	-6	8	0.2	-7	16	5	16	23	-4
CCOC(=O)CNC(=O)CSc1ncnc2c1cnn2-c1ccc(C)cc1	-3	2	-4	-0.2	11	25	-4	-14	-4	-2
Cc1nc(N)sc1-c1csc(Nc2ccc(Cl)cn2)n1	12	-1	8	0.4	-142	46	-3	-8	-1	1
N#Cc1c(C(F)(F)F)cc(-c2ccc(Cl)cc2)nc1SCC(=O)O	1	8	-4	-0.2	-36	9	2	-3	-9	13
CC[N+](C)(C)CC/C=C1/c2ccccc2Sc2ccc(Cl)cc21	-1	-18	7	0.2	2	4	6	19	-22	-1
CC(=O)Nc1c(C)ccc(CNC(=O)COc2cc(C)ccc2C)c1C	2	5	4	-9.8	13	16	54	?	19	2
Cc1ccc(-c2c(C)n([O-])c3c([n+]2=O)CCCCC3)o1	-4	-8	-7	0.5	-4	15	-3	-4	-2	-4
CC(C)CCn1c(SCC(=O)NC2CCS(=O)(=O)C2)nc2cc(Cl)ccc2c1=O (stereo not given)	.	.	-1	-1.0	-3	20	0	0	7	.
Cc1cccc(Oc2nc3c(c(=O)n(C)c(=O)n3C)n2C)c1	-2	-14	0	-0.9	0	10	9	48	-5	6
CCc1nnc(NC(=O)CSc2nnc3c(C)cc4c(C)ccc(C)c4n23)s1	-1	1	-3	0.5	2	19	-8	-5	-5	11
O=C(NC1CCCCCCC1)C1c2ccccc2C(=O)N1Cc1cccs1 (stereo not given)	-3	0	2	-0.1	-5	17	8	30	-6	2
CCC(NC(=O)C1CCCO1)c1ccccc1 (stereo not given)	-6	-13	1	-2.0	7	18	-3	-7	-1	2
CS(=O)(=O)N1N=C(c2ccc(Br)cc2)CC1c1ccc2c(c1)OCO2 (stereo not given)	-1	-50	1	3.9	-322	7	42	77*	-1	3
Cc1nc2scc(C)n2c(=O)c1S(=O)(=O)NC(C)c1ccccc1 (stereo not given)	-3	-33	4	-0.3	-11	14	-10	-10	-9	2
Cc1ccc(CNS(=O)(=O)c2ccc3oc(C(=O)O)c(C)c3c2)cc1	-3	-21	1	0.5	1	8	-8	8	12	-6
O=c1c2c3c(sc2n2cnnc2n1CCc1ccccc1)CCCC3	-3	-32	7	-0.1	-57	21	3	11	4	-5
CCOC(=O)Nc1ccc2c(COC(=O)CNS(=O)(=O)c3ccc(NC(C)=O)cc3)cc(=O)oc2c1	0	-29	0	0.1	-29	11	1	19	1	5
NC(=O)C1(c2ccccc2)CCOCC1	-5	-6	10	0.2	3	11	-2	-1	0	-4
CC(=O)Nc1ccc(NC(=O)CSc2nc3[nH]ncc3c(=O)n2-c2ccccc2)cc1	0	-17	-4	0.2	-20	13	-1	-3	0	0
O=C1NC(=O)/C(=C/c2ccc(OS(=O)(=O)c3ccc(F)cc3F)cc2)N1	-2	3	0	41*	-5	-3	-1	-2	7	6
CCS(=O)(=O)c1ccc2c(c1)N(S(=O)(=O)c1ccc(Cl)cc1)CC(C(=O)O)O2 (stereo not given)	1	-1	5	-0.3	0	10	-4	3	-6	-1
COC(=O)C(Cc1ccc(OC(=O)c2ccc(C)cc2)cc1)N1Cc2ccccc2C1=O (stereo not given)	3	-62	9	1.8	-67	8	12	23	-1	-6
COc1ccc(CNC(=O)C2CCCN(S(=O)(=O)c3ccc(Br)s3)C2)cc1 (stereo not given)	0	5	-4	-0.9	26	13	13	14	8	-5
O=C(CSc1nnc(-c2ccco2)o1)c1ccc(F)c(F)c1	-1	-6	-4	0.6	-8	15	-6	8	-5	-1
N#C/C(=C\c1c(N2CCN(c3ccccc3)CC2)nc2ccccn2c1=O)C(N)=O	-3	-41	12	2.8	-71	7	15	24	6	-6
NC(=O)C1(N2CCCCC2)CCN(C(=S)Nc2cccc(Cl)c2)CC1	3	8	0	.	25	5	.	.	-4	1
CCCn1c(SCC(=O)NCCc2ccccc2)nnc1-c1ccccn1	2	10	5	-0.9	4	2	6	0	-3	6
O=C(Nc1c2c(nn1-c1ccccc1)CS(=O)C2)c1ccco1 (stereo not given)	3	-38	-3	-0.3	-19	-11	6	24	-17	1
O=c1c(O)c(-c2cccs2)oc2ccccc12	2	-31	76*	0.2	-55	26	-1	23	2	4
Cc1cc(OCC(=O)NCc2ccccn2)c2c(C)c(C)c(=O)oc2c1	-4	1	19	-0.6	-1	27	-4	9	-10	-5
COc1cc2c(cc1OC)-c1cc(Nc3ccc(N(C)C)cc3)nc(=O)n1CC2	-2	2	9	0.6	?	14	-3	1	76*	-1
Cc1sc(-c2ccccn2)nc1OC(=O)c1ccc(F)cc1F	3	-21	-5	5.8	-10	-5	-2	1	10	-5
CCOc1ccc(C(=O)Nc2cc(C)c3c(=O)oc4ccccc4c3n2)cc1	-1	-13	9	-0.2	-7	26	2	-5	-9	2
COc1ccccc1NC(=O)C(=O)NCCC1CCCCN1S(=O)(=O)c1cccs1 (stereo not given)	.	.	-3	-0.5	-6	19	3	-5	-9	.
COc1ccc(C(=O)NCc2cc(C(C)C)no2)cc1OC1CCN(C(C)C)CC1	-5	-10	0	0.4	-21	10	-4	-15	0	-4
COc1ccc2cnn(-c3ccc(C)cc3)c(=O)c2c1OC	2	-111	-5	3.2	-115	9	9	0	9	-4
CN(C)c1ccc(C(=O)N(Cc2ccccc2)Cc2ccccc2)cc1	0	-9	12	-1.3	-3	20	-6	-29	4	-2
O=C(c1cnn(C(=O)c2ccc(O)cc2)c1)c1ccccc1O	-2	-2	-6	-0.1	11	18	0	7	-4	0
CC1Cc2ccccc2N1C(=S)Nc1ccc(S(N)(=O)=O)cc1 (stereo not given)	3	-9	5	-0.5	-3	13	1	13	-1	-5
CCOC(=O)c1oc2cc(OC(C)=O)ccc2c(=O)c1-c1ccc(OC)c(OC)c1	5	-9	20	-0.5	50	-2	2	-3	-3	0
Cc1cc(=O)n(CNC(=O)c2ccccc2)c(=S)[nH]1	8	-12	-2	-0.1	1	26	0	8	-6	0
COC(=O)CNc1n[nH]c(=S)[nH]c1=O	-1	-7	1	0.2	0	18	-3	18	-4	4
